CHRM4 agonist – CHRM4 agonism in calcium assay. CHO-K1 hM4/Gqi5, Fluo-8 calcium fluorescence; vehicle 0%, full acetylcholine response 100%. activation, % at 3 µM. actives 0.14% (n = 360,000). P08173;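 active means activation above the run mean over all test wells plus 3 SD, cut at about 32% in these data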;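 further: peak over basal fluorescence ratio per well then scaled between controls; 0% = DMSO wells and 100% = acetylcholine at EC100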
Target sequence (P08173 whole entry, looked up): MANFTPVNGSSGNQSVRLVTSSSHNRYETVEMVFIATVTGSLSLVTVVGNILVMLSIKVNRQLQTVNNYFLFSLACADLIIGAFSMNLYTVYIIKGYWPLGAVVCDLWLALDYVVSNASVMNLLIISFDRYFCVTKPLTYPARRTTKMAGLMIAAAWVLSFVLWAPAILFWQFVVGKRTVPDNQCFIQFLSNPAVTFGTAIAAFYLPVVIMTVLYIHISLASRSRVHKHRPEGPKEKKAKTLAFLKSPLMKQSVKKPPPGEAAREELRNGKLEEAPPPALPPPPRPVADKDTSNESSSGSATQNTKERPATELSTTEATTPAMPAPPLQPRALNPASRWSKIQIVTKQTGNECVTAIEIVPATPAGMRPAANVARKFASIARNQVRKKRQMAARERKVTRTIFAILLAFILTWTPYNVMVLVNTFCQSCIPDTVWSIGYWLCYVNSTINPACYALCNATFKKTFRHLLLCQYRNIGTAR
CHO-K1 Ca ag – nonselective activator or artifact in parental CHO-K1 cells. Fluo-8 calcium fluorescence; scaled to maximal ATP response, vehicle zero. activation, % at 3 µM. actives 0.48% (n = 360,000); in the data active means activation above about 15%;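 further: untransfected CHO-K1 host cells lacking M1 receptor as counterscreen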
M1 PAM parental – counter-screen for M1 PAMs: effect in parental CHO-K1 cells. ATP EC20, Fluo-8 calcium fluorescence; 0% at ATP EC20, 100% at ATP max. activation, % at 3 µM. actives 0.02% (n = 360,000). AID 602247;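 active means activation above the run cutoff, the mean activation of all test compounds plus 3 SD, cut at about 40% in these data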;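 further: peak over basal fluorescence ratio in a 140 s read after ATP addition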
CHRM5 antagonist – antagonists of human muscarinic M5 receptor (CHRM5). CHO-hM5 cells, Fluo-8 calcium fluorescence, ACh EC80. inhibition, % at 3 µM. actives 0.59% (n = 360,000);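 active means inhibition above a per-plate cutoff, the mean of that plate's test compounds plus 3 SD, cut at about 27% in these data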;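 further: 0% = acetylcholine EC80 with DMSO and 100% = DMSO without agonist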
Target sequence (P08912 whole entry, looked up): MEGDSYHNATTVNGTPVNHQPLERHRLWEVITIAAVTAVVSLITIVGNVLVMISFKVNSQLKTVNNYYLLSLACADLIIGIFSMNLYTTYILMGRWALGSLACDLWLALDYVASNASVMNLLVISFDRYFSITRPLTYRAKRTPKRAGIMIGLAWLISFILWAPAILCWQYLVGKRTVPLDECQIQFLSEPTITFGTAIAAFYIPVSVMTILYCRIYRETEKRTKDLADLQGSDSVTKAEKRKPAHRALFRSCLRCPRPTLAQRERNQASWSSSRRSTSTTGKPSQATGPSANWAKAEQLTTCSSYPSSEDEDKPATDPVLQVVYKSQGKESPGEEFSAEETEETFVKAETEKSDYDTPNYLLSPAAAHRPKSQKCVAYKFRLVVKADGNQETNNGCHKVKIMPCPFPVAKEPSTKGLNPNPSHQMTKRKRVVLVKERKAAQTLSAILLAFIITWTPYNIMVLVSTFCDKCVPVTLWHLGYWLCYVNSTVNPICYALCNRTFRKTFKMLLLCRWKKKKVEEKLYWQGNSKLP
CHRM4 PAM – CHRM4 positive allosteric modulation | actives 0.4% (n = 360,000) | P08173 | activation, % at 3 µM | AID 624126 | CHO-K1 hM4/Gqi5, Fluo-8 calcium fluorescence, ACh EC20; 0% = ACh EC20, 100% = maximal ACh;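 active means activation above its plate's cutoff, the mean activation of sample wells plus 3 SD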; further: some results filed as inactive read as strong as hits
CHO-K1 Ca antag – nonselective inhibitor or artifact in parental CHO-K1 cells; inhibition, % at 3 µM; ATP-induced calcium, Fluo-8 fluorescence; actives 0.6% (n = 360,000);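 active means inhibition above a per-plate cutoff, the plate's mean sample inhibition plus 3 SD, cut at about 24% in these data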;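 further: 0% = DMSO plus EC80 ATP and 100% = DMSO alone without ATP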
M4 antag – antagonists of human muscarinic M4 receptor (CHRM4). P08173. actives 0.73% (n = 360,000). CHO-hM4 cells, ACh EC80, Fluo-8 calcium fluorescence. AID 624125. inhibition, % at 3 µM;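 active means inhibition above its plate's cutoff, the mean inhibition of sample wells plus 3 SD, cut at about 27% in these data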;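 further: 0% = acetylcholine EC80 with DMSO and 100% = DMSO without agonist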
CHRM5 PAM – positive allosteric modulators of human muscarinic M5 receptor. actives 0.3% (n = 360,000). CHO-K1 hM5, Fluo-8 calcium, ACh EC20 PAM; 0% = ACh EC20, 100% = ACh EC100. P08912. activation, % at 3 µM;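 active means activation above the run cutoff, the mean activation of all test compounds plus 3 SD, cut at about 18% in these data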
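System: CHO-K1 cell line with stable human muscarinic M5 receptor expression | Also added: EC20 acetylcholine as agonist stimulus | Compound: One concentration, 3 µM final (nominal) | Timing: Fluo-8 loading 80 min at 37 °C plus 30 min room temperature | Measured by: Fluo-8 calcium dye fluorescence, kinetic read | Read-out basis: % activation, ACh-normalized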
CHRM5 agonist – CHRM5 agonism in calcium assay; CHO-K1 hM5 cells, Fluo-8 calcium fluorescence; 0% DMSO wells, 100% maximal acetylcholine response; activation, % at 3 µM; actives 0.19% (n = 360,000); AID 624037;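 active means activation above the run's mean over test compounds plus 3 SD, cut at about 23% in these data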;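 further: signal is peak over basal fluorescence ratio across the kinetic read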
An asterisk follows results filed as active.

(1) COc1cc(OC)c(NC(=O)CCc2nc(-c3cccs3)no2)cc1Cl
(2) FC(F)(F)c1ccc(CSc2nccn2-c2ccccc2)cc1
(3) CC1CCN(C(=O)c2ccc(S(=O)(=O)N3CCOCC3)cc2)CC1
(4) CC(=O)C1=C(C)NC(=O)CC1c1ccc(F)cc1 (stereo unspecified)
(5) COC(=O)c1ccc(N2C(=O)CC(N3CCC(O)(c4ccc(Br)cc4)CC3)C2=O)cc1 (stereo unspecified)
(6) O=c1cc(CN2CCC(Cc3ccccc3)CC2)nc2sccn12
(7) Cc1cc(OCCN2CCCC2)ccc1C(C)C
(8) COc1ccc2[nH]c(=O)c(CN(Cc3cccs3)C(=S)NCC3CCCO3)cc2c1 (stereo unspecified)
screen / no.	1	2	3	4	5	6	7	8
CHRM4 agonist	4	-1	1	0	5	0	1	2
CHO-K1 Ca ag	1.1	-0.3	0.2	0.7	2.9	0.0	2.2	1.3
M1 PAM parental	3	-9	2	9	12	11	12	9
CHRM5 antagonist	-3	11	-6	5	-8	0	-1	-4
CHRM4 PAM	-5	2	5	-5	-3	0	4	-9
CHO-K1 Ca antag	-3	15	2	-8	0	-4	-4	-3
M4 antag	-5	6	-15	9	-2	5	-1	-4
CHRM5 PAM	-4	7	12	3	-4	1	3	0
CHRM5 agonist	2	-3	-1	2	-3	-6	-4	3

(9) Cc1scc(-c2n[nH]c(=S)n2Cc2ccccc2)c1C
(10) CN(CCc1ccccc1)C(=O)c1cc(COc2ccc(F)cc2Cl)on1
(11) CCCC(=O)N1CCCC(c2cc(C(=O)Nc3ccccc3)no2)C1 (stereo unspecified)
(12) COc1cc(C(=O)NCCC(=O)N2CCCCC2)cc(OC)c1OC
(13) CCOc1ccc(S(=O)(=O)N2CCCC(C(=O)Nc3cccc(C)c3)C2)cc1 (stereo unspecified)
(14) COc1cc(NC(=O)c2cccs2)c(OC)cc1NC(=O)CCC(=O)Nc1ccc(C)cc1
(15) Cc1ccc(NC(=O)C(C)OC(=O)Cn2[nH]c(=O)c3ccccc3c2=O)cc1 (stereo unspecified)
(16) COc1ccccc1CNC(=O)COC(=O)CSc1ccc(C)c(C)c1
screen / no.	9	10	11	12	13	14	15	16
CHRM4 agonist	-1	3	-1	1	1	3	0	2
CHO-K1 Ca ag	-0.1	0.2	-0.2	0.9	0.4	-0.3	-0.1	0.1
M1 PAM parental	27	31	-15	22	8	-6	-4	1
CHRM5 antagonist	1	-4	-2	-2	-1	-11	4	0
CHRM4 PAM	0	4	-4	7	2	1	-3	2
CHO-K1 Ca antag	-8	-25	24*	5	-8	-1	-5	-2
M4 antag	0	-16	0	-18	-3	-27	-1	-9
CHRM5 PAM	2	6	0	2	-1	8	-1	4
CHRM5 agonist	-9	-7	0	-2	-1	-2	-3	-4

In the list so far, these contain an NH in an aromatic ring:
(8) COc1ccc2[nH]c(=O)c(CN(Cc3cccs3)C(=S)NCC3CCCO3)cc2c1 (stereo unspecified)
(9) Cc1scc(-c2n[nH]c(=S)n2Cc2ccccc2)c1C
(15) Cc1ccc(NC(=O)C(C)OC(=O)Cn2[nH]c(=O)c3ccccc3c2=O)cc1 (stereo unspecified)
screen / no.	8	9	15
CHRM4 agonist	2	-1	0
CHO-K1 Ca ag	1.3	-0.1	-0.1
M1 PAM parental	9	27	-4
CHRM5 antagonist	-4	1	4
CHRM4 PAM	-9	0	-3
CHO-K1 Ca antag	-3	-8	-5
M4 antag	-4	0	-1
CHRM5 PAM	0	2	-1
CHRM5 agonist	3	-9	-3

Some entries already given with just CHRM4 agonist and CHRM4 PAM.
No. | SMILES | CHRM4 agonist | CHRM4 PAM
7 | Cc1cc(OCCN2CCCC2)ccc1C(C)C | 1 | 4
15 | Cc1ccc(NC(=O)C(C)OC(=O)Cn2[nH]c(=O)c3ccccc3c2=O)cc1 (stereo unspecified) | 0 | -3

(cont.)
(17) CSCCC(NS(=O)(=O)c1ccc(C)cc1)C(=O)N1CC=C(c2ccccc2)CC1 (stereo unspecified)
(18) COC(=O)C1=C(C)NC(C)=C(C(=O)OC)C1C(=O)OCc1nc2cc(C(=O)OC)ccc2c(=O)[nH]1
(19) Cc1cc(C)n(-c2ncc3c(n2)N(CCO)CCOC3=O)n1
(20) S=C1NC2(CCCCC2)Cc2ccccc21
(21) Cc1ccccc1-c1nc(CN2CCN(C(=O)c3ccco3)CC2)c(C)o1
(22) Nc1ccc2c(c1)C(=O)c1ccccc1-2
(23) Cc1ccccc1OCc1nnc(SCC(=O)NCc2ccco2)n1C
(24) COc1ccccc1C=Cc1ccnc2ccccc12
screen / no.	17	18	19	20	21	22	23	24
CHRM4 agonist	0	3	7	-1	2	10	1	4
CHO-K1 Ca ag	0.8	1.1	3.3	0.4	0.9	3.3	0.4	-1.1
M1 PAM parental	15	10	-9	30	13	4	12	-6
CHRM5 antagonist	9	-1	20	-2	12	19	2	7
CHRM4 PAM	0	1	-5	5	-4	-6	0	4
CHO-K1 Ca antag	-3	-6	4	-8	-7	-8	-5	-19
M4 antag	-4	-1	4	-5	0	8	3	0
CHRM5 PAM	-1	6	-11	1	2	-11	2	2
CHRM5 agonist	0	0	-3	-3	-3	-4	-2	-10

(25) O=C(NNC(=S)Nc1ccccc1)C1CC1
(26) CCOC(=O)c1cc(C(=O)c2cc(Br)ccc2O)coc1=N
(27) O=C(Nc1cccc(NC(=O)C2CC3CCCC(C2)C3=O)n1)C1CC2CCCC(C1)C2=O (stereo unspecified)
(28) O=c1[nH]c2ccc(S(=O)(=O)NCCO)cc2[nH]1
(29) CN1CCN(/N=C/c2ccc(Cl)c(Cl)c2)CC1
(30) CCCn1nc(C(=O)OCn2nnc3ccccc3c2=O)c2ccccc2c1=O
(31) COc1ccc(C(=O)NCc2ccc3c(c2)CCO3)cc1
(32) Cc1cccc(C)c1N(Cc1ccccc1F)S(C)(=O)=O
screen / no.	25	26	27	28	29	30	31	32
CHRM4 agonist	0	1	6	1	12	1	1	2
CHO-K1 Ca ag	0.2	0.7	2.3	-0.2	4.6	0.7	0.2	0.9
M1 PAM parental	1	23	16	0	17	24	-17	-2
CHRM5 antagonist	-1	-5	2	4	-1	4	5	-1
CHRM4 PAM	3	4	-4	6	15	2	4	11
CHO-K1 Ca antag	1	-3	2	-9	-10	-9	9	2
M4 antag	-2	1	5	-3	-2	-2	-2	-2
CHRM5 PAM	-2	-5	0	-4	-4	-9	0	6
CHRM5 agonist	0	-2	-2	1	0	3	-1	-1

(33) CNC(=O)CSc1nnnn1CCCOC
(34) CC1CCCCN1c1cc(C#N)c(C#N)cc1[N+](=O)[O-] (stereo unspecified)
(35) O=C(CCCn1c(=O)oc2ccccc21)Nc1cccnc1
(36) CCCCNCC1CCCO1 (stereo unspecified)
(37) Cc1ccsc1CN(C(=O)c1ccccc1)C1CCS(=O)(=O)C1 (stereo unspecified)
(38) COC(=O)c1cc[n+](CC(=O)c2ccccc2)cc1
(39) COc1ccccc1N(CC(=O)NCCSc1ccc(Cl)cc1)S(C)(=O)=O
(40) NC(=O)c1ccccc1NC(=O)c1cc(S(=O)(=O)N2CCCCC2)ccc1N1CCOCC1
screen / no.	33	34	35	36	37	38	39	40
CHRM4 agonist	1	1	1	0	1	2	3	0
CHO-K1 Ca ag	0.6	0.5	2.0	-0.1	0.8	0.3	2.0	0.8
M1 PAM parental	17	7	9	-15	4	16	-2	14
CHRM5 antagonist	7	-4	-4	4	-5	6	-5	4
CHRM4 PAM	-4	4	7	0	-5	2	1	2
CHO-K1 Ca antag	-11	-11	-2	-5	-5	-11	-6	-18
M4 antag	23	3	1	1	-1	5	-3	-4
CHRM5 PAM	4	4	3	1	1	-4	-4	4
CHRM5 agonist	-4	2	-3	-1	-4	9	1	-2

(41) Cc1ccccc1OCc1ccc(C(=O)N2CC(C)OC(C)C2)o1 (stereo unspecified)
(42) O=c1ccc(Cc2ccc(Cl)cc2)n[nH]1
(43) Oc1cc(-n2cccn2)c(O)cc1-n1cccn1
(44) CCN(CC)c1ccc(NC(=O)c2ccc(Br)o2)c(C)c1
(45) CCOC(=O)/C=C/C(=O)Nc1ccccc1-c1ccccc1NC(=O)/C=C/C(=O)OCC
(46) Cc1cccc(CSc2cn(CC(=O)N3CCOCC3)c3ccccc23)c1
(47) O=C(COc1ccc(C(=O)c2ccc(F)cc2)cc1)Nc1cccc(S(=O)(=O)N2CCOCC2)c1
(48) COc1nc(C)ccc1-c1noc(-c2cccs2)n1
screen / no.	41	42	43	44	45	46	47	48
CHRM4 agonist	2	1	1	1	0	7	17	0
CHO-K1 Ca ag	1.3	0.3	-0.1	14	0.0	2.0	8.0	0.0
M1 PAM parental	0	12	-8	1	7	4	-7	-5
CHRM5 antagonist	-12	-1	15	-1	0	3	13	-4
CHRM4 PAM	6	13	-5	-8	-3	-5	-8	-1
CHO-K1 Ca antag	-22	6	-6	9	4	-7	0	-2
M4 antag	-9	-10	5	-8	6	2	1	4
CHRM5 PAM	6	0	-5	-6	1	-8	-23	0
CHRM5 agonist	-1	-2	-3	-3	-2	-3	6	1

(49) O=C(c1ccco1)N1CCN(Cc2cc(=O)oc3cc(O)ccc23)CC1
(50) COc1cccc(CN2C(=NC(=O)C3CCCO3)SC3CS(=O)(=O)CC32)c1 (stereo unspecified)
(51) Cc1ccc(NC(=O)c2cc(=O)[nH]c3ccccc23)cc1
(52) O=C(CSc1nnc(NC(=O)c2ccco2)s1)Nc1ccccc1F
(53) COc1ccc(NC(=O)c2cccc3cccnc23)cc1S(N)(=O)=O
(54) COc1ccc(CCC(=O)N(c2nnc(-c3cccnc3)s2)C(C)C)cc1
(55) CS(=O)(=O)N1CCN(C(=O)c2cc(-c3cccs3)nc3ccccc23)CC1
(56) Cc1ccc(-c2nn(CC(=O)N(C)C)c(=O)c3ccccc23)cc1S(=O)(=O)N(C)C
screen / no.	49	50	51	52	53	54	55	56
CHRM4 agonist	0	0	2	2	2	3	16	0
CHO-K1 Ca ag	0.9	0.1	0.2	2.0	0.0	1.2	3.0	0.4
M1 PAM parental	12	0	-8	10	5	-10	-3	12
CHRM5 antagonist	5	-2	4	-6	17	0	7	0
CHRM4 PAM	14	3	-6	25*	-14	-8	-13	18
CHO-K1 Ca antag	-10	9	23	-13	-1	10	19	-31
M4 antag	8	-3	-3	-2	2	4	-2	-6
CHRM5 PAM	6	-2	0	2	0	-5	-23	-9
CHRM5 agonist	7	2	-4	-8	-3	0	4	2

Some of these compounds in order of the CHRM5 antagonist value, falling.
entry | molecule | CHRM4 agonist | CHRM5 antagonist | CHRM4 PAM | M4 antag | CHRM5 agonist
53 | COc1ccc(NC(=O)c2cccc3cccnc23)cc1S(N)(=O)=O | 2 | 17 | -14 | 2 | -3
54 | COc1ccc(CCC(=O)N(c2nnc(-c3cccnc3)s2)C(C)C)cc1 | 3 | 0 | -8 | 4 | 0
50 | COc1cccc(CN2C(=NC(=O)C3CCCO3)SC3CS(=O)(=O)CC32)c1 (stereo unspecified) | 0 | -2 | 3 | -3 | 2

Screening results (PubChem)
